# Assay outcomes: PubChem, National Center for Advancing Translational Sciences (NCATS)
# L3MBTL1 inh = qHTS Assay for the Inhibitors of L3MBTL1; actives 0.66% (n = 230,000); AlphaScreen L3MBTL1–H3K9me1 peptide binding; Potency, µM (highest dose often 57.1 µM), for the others: at the highest dose activity, negative = inhibition, actives largely listed as inhibitors; further: nearly all actives have a fitted effect of over 60% in size
#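 First, the protein-peptide complex forms for 30 min at room temperature (L3MBTL1 50 nM, biotinylated H3K9me1 peptide 75 nM). Next, compounds are pin-transferred and incubated 30 min. Finally, AlphaScreen beads are added and read after 30 min.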
# Tau FP inhib = qHTS for Inhibitors of Tau Fibril Formation, Fluorescence Polarization | AID 1468, 2008 | Potency, µM (highest dose often 57.7 µM), inactives show top-dose activity, negative = inhibition, actives largely listed as inhibitors | K18 P301L tau heparin fibrillization, Alexa594 FP, 6 h | actives 0.39% (n = 280,000); further: nearly all actives have a fitted effect of over 55% in size
#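 Human tau K18 […] P301L fragment, 15 uM unlabeled plus 0.24 uM Alexa 594-labeled tau (final), with compound and 20 uM heparin in 100 mM sodium acetate pH 7; 6 hr at 37 C, then Alexa 594 FP read.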
# KDM4E inh = qHTS Assay for Inhibitors of Human Jumonji Domain Containing 2E (JMJD2E); Lysine-specific demethylase 4E (Homo sapiens), B2RXH2; JMJD2E catalytic domain, FDH-coupled NADH fluorescence (FDH is formaldehyde dehydrogenase); Potency, µM (doses to about 57.1 µM), inactives show top-dose activity change, negative = inhibition, most hits filed as inhibitors; actives 1.6% (n = 230,000); active means well fitted inhibition curve with a large enough effect, not every such curve was filed as active; inconclusive means small, poorly fitted or top-dose-only effect, or another doubt; inactive means no such curve, though single readings can be large or run the other way;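 further: 0% = wells with enzyme and -100% = buffer wells without enzyme; nearly all actives have a fitted effect of over 50% in size; many of its hits are not listed in these tables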
# RECQ1 inh = qHTS Assay for Inhibitors of RecQ-Like Dna Helicase 1 (RECQ1). Potency, µM (doses to about 57.3 µM), without a hit: at the highest dose activity, negative = inhibition, hits mostly inhibitors. RECQ1 DNA unwinding, red fluorescence kinetic read. ATP-dependent DNA helicase Q1 (Homo sapiens), P46063. actives 0.54% (n = 240,000);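 further: plate controls were vehicle for no effect and no enzyme for full effect; nearly all actives have a fitted effect of over 30% in size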
# Target sequence (P46063 whole entry, looked up): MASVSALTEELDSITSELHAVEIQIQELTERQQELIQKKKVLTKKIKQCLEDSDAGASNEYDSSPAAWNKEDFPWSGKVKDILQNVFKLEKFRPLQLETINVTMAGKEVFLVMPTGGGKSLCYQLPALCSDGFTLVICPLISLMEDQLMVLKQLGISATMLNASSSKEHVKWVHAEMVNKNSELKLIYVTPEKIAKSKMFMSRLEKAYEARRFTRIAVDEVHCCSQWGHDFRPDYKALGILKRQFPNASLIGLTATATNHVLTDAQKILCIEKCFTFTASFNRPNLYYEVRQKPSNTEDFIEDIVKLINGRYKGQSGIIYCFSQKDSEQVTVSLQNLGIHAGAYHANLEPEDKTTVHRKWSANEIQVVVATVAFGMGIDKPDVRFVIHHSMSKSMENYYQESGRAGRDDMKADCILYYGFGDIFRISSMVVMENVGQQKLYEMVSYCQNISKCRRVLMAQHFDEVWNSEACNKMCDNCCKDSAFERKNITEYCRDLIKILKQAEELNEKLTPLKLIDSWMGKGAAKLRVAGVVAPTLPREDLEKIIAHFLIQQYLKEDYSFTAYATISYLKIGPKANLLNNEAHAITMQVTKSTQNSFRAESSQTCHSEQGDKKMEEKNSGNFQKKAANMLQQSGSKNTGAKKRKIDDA
#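 RECQ1T1 50 nM; forked duplex (20 bp + 30-nt ss tails) 200 nM, ATP 2 mM final; pH 8.0, 2 mM MgCl2, 2.5 ug/ml poly(dI-dC); 15 min compound preincubation; discontinuous kinetic read over 2 h at RT.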
# RGS12 GoLoco inh = qHTS Assay for Inhibitors of RGS12 GoLoco Motif Activity (Red Fluorophore). Guanine nucleotide-binding protein G(i) subunit alpha-1 (Homo sapiens), P63096. Gai1:RGS12 GoLoco peptide FP, rhodamine, 10 min. Potency, µM (series often up to 61.6 µM), for inactives: top-dose activity, negative = inhibition, usual class: inhibitors. actives 0.44% (n = 230,000). AID 880, 2007; active means well fitted inhibition curve with a large enough effect, not every such curve was filed as active; inactive means no such curve, though single readings can be large or run the other way; further: nearly all actives have a fitted effect of over 30% in size; many of its hits are not listed in these tables
# Target sequence (P63096 whole entry, looked up): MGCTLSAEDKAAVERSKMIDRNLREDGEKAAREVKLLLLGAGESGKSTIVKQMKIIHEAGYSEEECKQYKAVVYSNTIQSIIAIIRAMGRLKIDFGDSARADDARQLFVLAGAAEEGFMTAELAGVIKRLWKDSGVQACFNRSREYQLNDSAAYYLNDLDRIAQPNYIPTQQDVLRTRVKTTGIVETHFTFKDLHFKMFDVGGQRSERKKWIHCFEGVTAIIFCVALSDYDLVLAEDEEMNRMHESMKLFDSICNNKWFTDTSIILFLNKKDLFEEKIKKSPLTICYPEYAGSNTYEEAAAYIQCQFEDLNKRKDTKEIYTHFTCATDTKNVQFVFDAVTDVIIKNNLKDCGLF
# TRb SRC2 PPI = qHTS for Inhibitors of the Interaction of Thyroid Hormone Receptor and Steroid Receptor Coregulator 2. Thyroid hormone receptor beta (Homo sapiens), P10828. TRbeta-SRC2 peptide binding, fluorescence polarization; receptor liganded with 1 µM T3. Potency, µM (top dose mostly 106 µM), inactives show top-dose activity change, negative = inhibition, actives largely listed as inhibitors. actives 0.065% (n = 280,000). AID 1469, 2008;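 further: plate controls were bound peptide for no effect and peptide without receptor for full effect; nearly all actives have a fitted effect of over 50% in size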
#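 Human TRb LBD (0.6 uM) plus Texas Red-labeled SRC2 peptide (20 nM), 1uM T3, 5% DMSO, 5 hr at ambient temperature. Decreased polarization (555/632 nm) flags inhibition; data normalized to free and bound peptide controls.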
# TexasRed fluor = Total Fluorescence Counterscreen for Inhibitors of the Interaction of Thyroid Hormone Receptor and Steroid Receptor Coregulator 2; TRb/SRC2 Texas Red total fluorescence interference; Potency, µM (highest dose often 106 µM), for the others: at the top dose fluorescence change, negative = quenching; actives 0.29% (n = 280,000); active means well fitted curve in either direction with a large enough effect; inconclusive means small, poorly fitted or top-dose-only effect
#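 Flags fluorescent or light-absorbing compounds by total fluorescence, S + 2P, at 555 nm excitation and 632 nm emission. Mixture: 20 nM Texas Red SRC2 peptide, 0.6 uM human TRb LBD, 1 uM T3, 5% DMSO; compound exposure 5 h at ambient temperature.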
# Tau ThT inhib = qHTS for Inhibitors of Tau Fibril Formation, Thioflavin T Binding | recombinant tau K18 P301L (four-repeat tau fragment), heparin-induced fibrillization, ThT fluorescence | Potency, µM (series often up to 57.4 µM), for inactives: at the highest dose activity, negative = inhibition, most hits filed as inhibitors | actives 2.1% (n = 270,000); further: nearly all actives have a fitted effect of over 55% in size
#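 Heparin-induced fibrillization of the P301L-mutant K18 repeat-domain fragment of human tau was followed by ThT binding in quantitative high-throughput format.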
# Active calls of the source: *; i = inactive; ? = inconclusive; / = no result given; [ ] = dose if it differs, or a comment. Unless noted, the call rests on the fitted dose curve; in most records, active means well fitted curve in the direction sought with a large enough effect; inconclusive means small, poorly fitted or top-dose-only effect, or another doubt; inactive means no such curve, though single readings can be large; an effect the other way counts as inactive or inconclusive. Unless noted, on the % scale 0 is the no-effect control and ±100 the full control effect; potency means the concentration at half of the fitted maximal effect. This is a subset; rates above refer to the full screens.
# Values run as follows: L3MBTL1 inh | Tau FP inhib | KDM4E inh | RECQ1 inh | RGS12 GoLoco inh | TRb SRC2 PPI | TexasRed fluor | Tau ThT inhib
Cc1ccc(N2C(=O)N(CC(=O)C(C)(C)C)c3ccccc3S2(=O)=O)cc1
 : / | -2% | 7% | -2% | 2% | 14% | -2% | -5%
CCCCN(CCCC)CCCNC(=O)c1cc(-c2ccc(Cl)s2)nc2ccccc12
 : / | -10% | / | / | / | -10% | 0.79µM*[quencher] | -15%
CCOC(=O)C1CCN(C(=O)Nc2ccc3nc(-c4ccco4)c(-c4ccco4)nc3c2)CC1
 : 3.5µM* | ? | ? | 10µM* | 12% | 3% | ? | 3.2µM*
CC(C)(C)NC(=O)NC(=O)CN1CCN(Cc2ccccc2)CC1
 : -1% | -2% | 0% | -17% | 5% | -4% | 1% | -2%
COc1ccc(OCC(=O)N2CCN(S(=O)(=O)c3ccc(Cl)cc3)CC2)cc1
 : / | 6% | -2% | i | 2% | -7% | -2% | -2%
CCN(CC)CCN1C(=O)C(=O)/C(=C(/O)c2ccc(OC(C)C)cc2)C1c1ccncc1 (stereo not given)
 : / | 4% | 0% | -2% | -6% | -1% | 2% | -8%
COc1ccc(CCNC(=O)CCCCCNc2nc(=S)[nH]c3ccccc23)cc1OC
 : -17% | 4% | -8% | -2% | 8% | 15% | 9% | 6%
Cc1cc(NC(=O)CS(=O)(=O)Cc2ccccc2)no1
 : -1% | -2% | -5% | 2% | 10% | -10% | 0% | 0%
Cc1cccc(C)c1-n1c(SCC(=O)NCc2ccco2)nc2ccccc2c1=O
 : -2% | 4% | -1% | i | 5% | -5% | -6% | -6%
O=C(CSc1ccccc1)Nc1ccc(S(=O)(=O)Nc2ncccn2)cc1
 : -18% | -6% | -6% | -4% | 3% | -10% | 1% | -2%
CC1(C)CC(=O)c2sc(NS(=O)(=O)Cc3ccccc3)nc2C1
 : -26%[11.4 µM] | 2% | 2% | 9% | -1% | 12% | -2% | 0%
COc1cc(C(c2c(C)[nH][nH]c2=O)c2c(C)[nH][nH]c2=O)ccc1OS(=O)(=O)c1ccc(C)cc1
 : / | -2% | -1% | i | 4% | 0% | 1% | ?
Cn1c(=O)c(C(=O)CN2CCCCC2)c(N)n(Cc2ccccc2)c1=O
 : / | -3% | -4% | -5% | 8% | 2% | -5% | -3%
O=C(NCc1cccnc1)c1cccc(NC(=O)c2ccco2)c1
 : -2% | -2% | 9% | -7% | -6% | -4% | -3% | -2%
Cc1ccc(CN(Cc2ccco2)C(=O)COc2cc(C)c(Cl)c(C)c2)cc1
 : / | 2% | / | / | / | 4% | 8% | -14%
COc1ccc(Cn2c3nc4ccccc4nc3c3c(=O)n(Cc4ccco4)cnc32)cc1
 : / | -17% | ? | 28µM* | 18% | 8% | -7% | ?
Cc1ccc(CNC(=O)CCc2nc3cccnc3n2Cc2ccccc2)cc1
 : / | 4% | / | / | / | 0% | -1% | 0%
CCOc1ccc(-n2c(=O)c3sccc3n(CC(=O)NCc3ccco3)c2=O)cc1
 : -3% | 7% | -7% | -9% | 10% | -5% | -4% | -6%
CC(=O)c1cccc(NC(=O)C2C3C=CC(C3=C(c3ccccc3)c3ccccc3)C2C(=O)O)c1 (stereo not given)
 : -15% | -11% | -5% | 10% | 3% | 1% | -2% | -12%
O=C(NCCc1c[nH]c2ccccc12)c1cccc(S(=O)(=O)Nc2ccccc2Cl)c1
 : -1% | 11% | -10% | -26% | -10% | 3% | 7% | ?
CCOC(=O)CNC(=S)N(Cc1ccccc1)Cc1cccs1
 : / | -3% | 4% | -6% | 25% | 6% | -2% | -8%
O=C(NC1CC1)C1C2C3C4CC5C3C5C4C12 (stereo not given)
 : 2% | -3% | 5% | -2% | -1% | -16% | 2% | -6%
Cc1ccccc1Cn1c(CN2CCc3ccccc3C2)nc2c1c(=O)n(C)c(=O)n2C
 : -12% | 4% | ? | 1% | 1% | -7% | -1% | -15%
COc1ccc2[nH]c3c(=O)n(CCCN4CCOCC4)cnc3c2c1
 : -1% | -6% | ? | -4% | 4% | -6% | -1% | -8%
O=C(O)CSc1ncn[nH]1
 : / | 9% | -24% | -1% | 11% | -6% | -1% | 3%
CC(C)CC(NC(=O)c1ccccc1)C(=O)N/N=C/c1ccco1 (stereo not given)
 : ? | 4% | 10% | -6% | 0% | 5% | -2% | -5%
Cc1cn(C2OC(COC(=O)c3ccccc3)C(O)C2O)c(=O)[nH]c1=O (stereo not given)
 : -1% | 4% | 9% | 4% | 2% | 3% | 2% | -1%
NC(=O)C1CCN(C(=O)c2ccc3c(=O)n(Cc4ccco4)c(SCC(=O)c4ccc(F)cc4)nc3c2)CC1
 : 9% | -2% | -2% | i | 12% | 3% | -2% | 7%
OCCNCCNCc1ccc(-c2ccccc2)cc1
 : / | -6% | 4% | 2% | 322%[activator] | -2% | -2% | -12%
O=C(CCn1cnc2ccccc21)N/N=C/c1ccccc1O
 : 1% | 9% | ? | -6% | 1% | -3% | 0% | -4%

# One compound at a time, from the list above. Screens in order: L3MBTL1 inh	Tau FP inhib	KDM4E inh	RECQ1 inh	RGS12 GoLoco inh	TRb SRC2 PPI	TexasRed fluor	Tau ThT inhib
# Cc1cn(C2OC(COC(=O)c3ccccc3)C(O)C2O)c(=O)[nH]c1=O (stereo not given) across the screens: -1%	4%	9%	4%	2%	3%	2%	-1%
# O=C(CCn1cnc2ccccc21)N/N=C/c1ccccc1O across the screens: 1%	9%	?	-6%	1%	-3%	0%	-4%
# Cc1ccccc1Cn1c(CN2CCc3ccccc3C2)nc2c1c(=O)n(C)c(=O)n2C across the screens: -12%	4%	?	1%	1%	-7%	-1%	-15%

# Additional results
# Values run as follows: L3MBTL1 inh | Tau FP inhib | KDM4E inh | RECQ1 inh | RGS12 GoLoco inh | TRb SRC2 PPI | TexasRed fluor | Tau ThT inhib
CN(C)C(C)(C)/C=C/C(O)(c1ccccc1)c1ccccc1
 : 3% | 1% | -7% | 16% | 4% | -1% | 0% | -5%
Cc1c(C(=O)N2CCCC2)oc2c1-c1nn(CC(=O)NC(C)c3ccccc3)cc1CC2 (stereo not given)
 : / | 8% | / | / | / | 0% | -2% | ?
CCn1c(=O)c2cc(C(=O)NCCc3ccc(Cl)cc3)sc2c2ccccc21
 : / | -17% | / | / | / | 2% | -6% | -5%
COc1cc(/C=N/NC(=O)CNc2n[nH]c(=O)[nH]c2=O)ccc1OCc1ccccc1
 : -2% | -12% | ? | -11% | 4% | 1% | -3% | ?
CSCCC(NC(=O)COc1ccccc1)C(=O)N1CCN(c2ccccc2F)CC1 (stereo not given)
 : -4% | 12% | 3% | -6% | 5% | 2% | 3% | -4%
CCOC(=O)N=Nc1c(O)n(CC)c2ccccc12
 : 1% | 2% | 5% | -8% | 10% | 7% | -4% | -12%
CCOc1cc(N2CCOCC2)c(OCC)cc1NC(=O)C(C)C
 : / | 6% | 10% | i | -7% | -5% | -1% | 0%
COC(=O)CC(=O)CSc1nc(C)cc(C)c1C#N
 : / | 11% | 41% | -3% | 4% | 0% | -4% | -8%
COc1ccccc1NC(=O)Cn1c(=O)n(CCCCCC(=O)NCc2ccccc2)c(=O)c2sccc21
 : / | -9% | / | / | / | 5% | -1% | ?
CCOC(=O)C(=O)Nc1nnc2n1CCS2
 : / | -5% | / | / | / | 2% | -4% | -7%
O=C(C1CCC(CNS(=O)(=O)c2ccc(F)cc2)CC1)N1CCOCC1 (stereo not given)
 : / | -7% | -6% | -2% | 2% | -5% | -2% | -2%
COc1ccc(N2CCN(C(=O)C3CCCN(S(=O)(=O)c4cccc5cccnc45)C3)CC2)cc1 (stereo not given)
 : -3% | 6% | 3% | -6% | 20% | 4% | -3% | ?
O=C1CCN2C=Nc3cccc4ccc1c2c34
 : -8% | -5% | ? | 8% | -1% | 5% | 1% | ?
Cc1ccc(S(=O)(=O)N(Cc2ccccc2)c2ccccc2C(=O)NCc2cccnc2)cc1
 : -20% | 3% | -1% | 3% | -6% | 2% | 1% | 1%
Cc1cccc(NC(=O)c2sc(-n3nc(C)c(CCC(C)C)c3C)nc2C)c1C
 : / | 13% | / | / | / | -5% | 11% | ?
S=C(c1ccc(-c2ccc(Cl)cc2)o1)N1CCCCC1
 : ? | -3% | -5% | i | -7% | -5% | -3% | ?
CCCOc1ccc(OCCNC2CCCC2)cc1
 : -1% | -5% | -3% | -2% | 6% | -9% | 2% | -2%
COC(=O)c1cc(S(=O)(=O)Nc2nn(C)c3cccc(F)c23)oc1C
 : 13% | 6% | -1% | -4% | 8% | 1% | -6% | -4%
O=C1c2ccccc2C(Nc2ccccc2F)N1c1cccnc1 (stereo not given)
 : / | -3% | 3% | -7% | -1% | 6% | 0% | -11%
CC(C)(C)C(=O)Nc1ccc(C(=O)N/N=C/C2CC3C=CC2C3)cc1 (stereo not given)
 : 36%[activator] | 2% | -3% | i | 16% | -11% | 3% | -17%
Cc1ccc(Cn2nnc3c(=O)[nH]c(C4CCN(C(=O)c5cccs5)CC4)nc32)cc1
 : -12% | 4% | 2% | -3% | 5% | -4% | -3% | -18%
O=C(Cn1c(=O)oc2cc(S(=O)(=O)N3CCCCC3)ccc21)N1CCc2ccccc21
 : / | -7% | 10% | 11% | 24% | -1% | 2% | -12%
CCCC1CCc2c(sc(NC(=O)OCC)c2C#N)C1 (stereo not given)
 : -16% | 0% | -5% | i | -3% | -22% | 2% | 7%
COc1ccccc1-n1cnc2cc(NCc3ccccc3O)ccc21
 : ? | 9% | ? | -7% | 0% | 7% | -1% | ?
COc1cc(/C=C/C(=O)O)cc(S(=O)(=O)NCC2CCCO2)c1OC (stereo not given)
 : 0% | -4% | ? | -2% | -6% | 0% | 0% | -3%
Cc1ccc(C2=Nc3ccccc3N(CC(=O)NCc3ccccc3Cl)C(=O)C2)cc1C
 : / | 2% | / | / | / | 5% | -2% | -8%
